Source: PubChem BioAssay
PAX8 reporter: PAX8 transcriptional activity inhibition. hit rate 1.2% among 360,000. RMG-I TPO-luciferase reporter, SteadyGlo, 24 h. inhibition, % at 12.6 µM. AID 652154;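 active = mean replicate inhibition at least 60% with every replicate also reaching 60%; inconclusive = only one of the two criteria is met; inactive = mean below 60% and not all replicates reaching 60%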;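 note: luciferase light reporting Pax8 driven TPO promoter activity; plate controls were median of neutral control wells for no effect and mitoxantrone controls for full effect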
EWS-Fli inh: blocks EWS/Fli oncoprotein-driven transcription | hit rate 0.67% among 350,000 | A673 NR0B1-luciferase reporter, viability-normalised | inhibition, % at 12.6 µM;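 active = mean inhibition of at least 50% after viability correction, with every replicate also passing that limit; inconclusive = mean reaches 50% but only one of two replicates passes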;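 note: firefly luciferase signal divided by Alamar Blue viability fluorescence both relative to DMSO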
FN deposition inh: fibronectin deposition inhibition. hit rate 0.086% among 350,000. inhibition, % at 12.6 µM. AID 743247. AH1F fibroblasts, Alexa488-fibronectin deposition fluorescence, overnight;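 active = mean inhibition across replicates of 30% or more, regardless of how many single replicates reach that level; inconclusive = mean under 30% yet at least half of replicates reach 30%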;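 note: positive control wells lacked labelled fibronectin entirely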
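Schedule: 1 h cell adhesion before compound, then overnight fibronectin incubation; test system: AH1F fibroblast monolayer depositing Alexa488-labelled fibronectin into matrix; quantity: 10000 AH1F cells per well; probe or stimulus: fluorescent fibronectin at 24 nM final; signal: fluorescence, ex 485 nm, em 525 nm; evaluation: percent inhibition as loss of matrix-bound fibronectin fluorescence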
miR122 inh: inhibitors of miR-122 in Huh7 cells. Huh7 miR-122 Renilla luciferase sensor, 48 h; neutral wells = 0, positive control = 100. activation (reporter increase), % at 12.5 µM. hit rate 0.3% among 340,000;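 active = mean replicate activation score at least 90 and every replicate individually at or above 90; inconclusive = only one of the two criteria met; inactive = neither criterion met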;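 note: higher luciferase means less miR-122 activity so hits act as miR-122 inhibitors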
F508del corr: correctors of CFTR F508del function in bronchial epithelial cells; CFBE cells, YFP halide quenching; stimulated with forskolin plus potentiator P3; % fluorescence drop versus neutral controls; hit rate 0.36% among 350,000; activity (quench increase), % at 7.58 µM; AID 720511;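 active = mean added fluorescence quench of at least 8% versus neutral control, with both replicates also reaching 8%; inconclusive = only one of the mean or replicate conditions met; inactive = mean below 8% and not both replicates reaching 8%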;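 note: cells transiently co-express mutant CFTR-F508del with the halide-sensitive YFP; corrector assay measuring rescue of mutant channel to the surface after 24 h compound exposure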
GSIS activator: GLuc luminescence reporter in INS-1E cells, primary screen for activators of glucose-dependent secretion of insulin | INS-1E GLuc reporter insulin secretion, 2-3 h | activation, % at 16.6 µM | hit rate 0.61% among 370,000 | AID 743287;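 active = lowest replicate activation of at least 40%, so every replicate reaches that level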;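 note: 0% = median of neutral control wells and 100% = median of IBMX positive control wells; some compounds called inactive have numbers as strong as hits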
DENV2 CPE rescue: DENV2-induced cell death inhibition; DENV2-infected cells, cytopathic effect rescue, plate reader; hit rate 1.7% among 350,000; CPE inhibition, % at 9.99 µM; in the data active = CPE inhibition above about 20%, passing the limit was not always enough; inconclusive = no clear call, values can overlap the other calls; tested in BHK-21 cells;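 note: 0% = median of neutral control wells and 100% = median of positive control wells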
An asterisk follows results filed as active; ? = inconclusive; nt = no result given; [ ] = another dose, or the depositor's remark.

Each structure is followed by: PAX8 reporter	EWS-Fli inh	FN deposition inh	miR122 inh	F508del corr	GSIS activator	DENV2 CPE rescue
1. CCC(=O)N(C)C[C@@H]1Oc2cc(C#CC3CCCC3)ccc2S(=O)(=O)N([C@H](C)CO)C[C@H]1C
  nt	17	-1	3[16.7 µM]	-2.4	-33	8
2. NS(=O)(=O)c1ccc(NC(=O)c2cc(-c3ccccc3O)n[nH]2)cc1
  -28	11	-1	nt	3.4	1	-3
3. Cc1ccc(-n2ncc3c(N4CCCC(C)C4)ncnc32)c(C)c1 (centres undefined)
  -189	-75	6	-2	-0.9	-17	5
4. O=C(NCc1ccccc1)[C@@H]1CCCN1C(=O)[C@@H]1CCCN1C(=O)c1ccc(Cl)cc1Cl
  -9	4	-1	nt	-0.5	-5	11
5. CCC(C)c1ccc(NC(=S)NCc2ccccc2OC)cc1 (centres undefined)
  8	2	-4	nt	-2.1	4	-2
6. Cc1cccc(S(=O)(=O)N2CCCCN3[C@H](CO)[C@H](c4ccc(C#CC(C)C)cc4)[C@@H]3C2)c1
  56	0	nt	0[16.7 µM]	-2.5	14	-19
7. C[C@H]1CN([C@@H](C)CO)C(=O)Cc2cc(NC(=O)NC3CCCCC3)ccc2O[C@@H]1CN(C)S(=O)(=O)c1cn(C)cn1
  nt	-14	nt	4[16.7 µM]	-1.5	25	2
8. COC(=O)C1=C(C(=O)OC)[C@@H]2Nc3ccccc3[C@@]23C[C@@H](C(=O)OC)N(C(=O)C2CCC2)C3=N1
  -12	6	0	nt	-1.5	nt	4
9. CC(C#N)(Nc1ccc(Cl)cc1)c1cccnc1 (centres undefined)
  -7	nt	-3	-2	nt	3	nt
10. COc1ccc(S(=O)(=O)N(C)C[C@H]2Oc3ccc(NC(=O)CCC(F)(F)F)cc3C(=O)N([C@@H](C)CO)C[C@H]2C)cc1
  13	-3	1	26[16.7 µM]	-0.1	-12	1
11. Cc1ccccc1S(=O)(=O)N1C[C@@H](O)COC[C@@H]2O[C@H](CC(=O)N3CCOCC3)CC[C@H]21
  -15	0	-10	3[16.7 µM]	0.6	-2	1
12. N#CCCN(C(=O)COC(=O)c1nc(Cl)ccc1Cl)c1ccccc1
  -2	2	-1	-5	2.0	-10	3
13. Cc1ccc(S(=O)(=O)Nc2cccc(C(=O)NCC3CCCO3)c2)cc1F (centres undefined)
  4	-1	-12	nt	-1.3	13	-2
14. COc1ccc(S(=O)(=O)CCC(=O)NCCc2cccc(C)c2)cc1
  nt	-2	nt	3	-0.7	nt	12
15. CO[C@@H]1CN(C)C(=O)c2cc(NC(=O)NC(C)C)ccc2OC[C@@H](C)N(CC2CC2)C[C@H]1C
  8	8	7	nt	3.9	7	9
16. CCn1c(N2CCN(C(=O)c3ccco3)CC2)nc2ccccc21
  15	-2	4	nt	-3.0	-2	4
17. CCCC(=O)Nc1c(-c2ccccc2)c(=O)c(C)nn1-c1ccc(C)cc1
  17	-23	4	nt	-1.4	11	6
18. Cn1c(C(=O)N2CCN(c3ccccc3)CC2)cc2cc(Cl)ccc21
  -3	-2	6	-1	0.3	-6	-5
19. CC[C@]12c3[nH]c4ccc(Cl)cc4c3CCN1C(=O)[C@@H](CC(=O)NCCCOC)C[C@@H]2C(=O)N1CCN(C(=O)C2CC2)CC1
  -2	0	-14	-2	0.1	-10	0
20. Nc1nc(COc2ccc(Cl)cc2)cs1
  -110	-70	-3	-5	-2.3	-29	3
21. CCCC1NC(=O)c2cc3ccccc3cc2-n2c1nc1cc(F)ccc1c2=O (centres undefined)
  10	6	-4	1	4.1	-7	-3
22. CC1CC(C)(C)CC2(C1)NC(=O)N(CC(=O)NC1CCCc3ccccc31)C2=O (centres undefined)
  38	8	0	-7	-1.3	-2	2
23. Cn1c(C(O)c2ccc(Br)cc2)nc(Cl)c1Cl (centres undefined)
  23	13	-8	23	0.3	nt	?
24. C(#Cc1ccccc1)CN1CCOCC1
  10	0	-4	nt	2.1	0	-2
25. COc1cccc(C(=O)Nc2ccc3c(c2)OC[C@@H](C)N(C(=O)C2CCCC2)C[C@H](C)[C@@H](OC)CN(C)C3=O)c1
  -6	7	1	9[16.7 µM]	1.1	-11	0
26. O=C(CC1(O)C(=O)N(CN2CCOCC2)c2ccccc21)c1ccccc1 (centres undefined)
  4	nt	-2	-1	nt	-9	nt
27. O=C(OCC(=O)N1CCCC1=O)c1nc(Cl)ccc1Cl
  -17	-3	-11	nt	-2.5	20	-1
28. Nc1cc(C(=O)OCC(=O)N2CCCC2=O)ccc1Cl
  -5	-3	0	nt	-1.3	5	12
29. Cc1cc(Cl)ccc1NC(=O)CN1CCN(C(=O)c2ccco2)CC1
  -15	5	3	nt	-2.5	0	0
30. CSCC[C@H](NC(=O)[C@@H]1Cc2ccccc2CN1)C(=O)Nc1ccc2c(c1)OCO2
  -12	-24	-5	-5	2.5	-5	3

Entries 29–30 of the list above:
Each structure is followed by: PAX8 reporter	EWS-Fli inh	FN deposition inh	miR122 inh	F508del corr	GSIS activator	DENV2 CPE rescue
29. Cc1cc(Cl)ccc1NC(=O)CN1CCN(C(=O)c2ccco2)CC1
  -15	5	3	nt	-2.5	0	0
30. CSCC[C@H](NC(=O)[C@@H]1Cc2ccccc2CN1)C(=O)Nc1ccc2c(c1)OCO2
  -12	-24	-5	-5	2.5	-5	3

The listing continues.
Each structure is followed by: PAX8 reporter	EWS-Fli inh	FN deposition inh	miR122 inh	F508del corr	GSIS activator	DENV2 CPE rescue
31. COCCCN1C(=O)c2ccc(C(=O)OCC(=O)N(CCC#N)c3cc(C)cc(C)c3)cc2C1=O
  -5	-3	2	nt	-1.5	19	0
32. CCCN1[C@@H]2Cn3c(ccc(-c4ccc(OC)cc4)c3=O)[C@H]1[C@@H](C(=O)NCC)[C@@H]2CO
  nt	8	nt	nt	-0.3	3	-2
33. COc1ccccc1C1CC(=O)NC(C)=C1C(=O)OC(C)C (centres undefined)
  0	0	nt	nt	-1.4	-9	nt
34. CN(C)CCCN1C(=O)c2oc3ccc(Cl)cc3c(=O)c2C1c1cccnc1 (centres undefined)
  7	-8	1	nt	-3.3	4	-4
35. O=C(Nc1cccc(NC(=O)c2ccco2)c1)c1ccccc1
  -7	-6	-4	-2	0.5	-2	-2
36. C=CCOc1ccc(C(=O)n2cc(C(=O)OC)c3ccccc32)cc1
  9	-2	1	-1	-0.1	7	?
37. O=C1CC(SC(=S)C2CCCC2=O)C(=O)N1 (centres undefined)
  5	-2	nt	nt	-3.4	-9	-4
38. Cc1c(/C=N\NC(=O)c2cc3ccccc3o2)c2ccccc2n1C
  19	46	10	nt	6.4	9	-7
39. CCN(c1ccccc1)S(=O)(=O)c1ccc(C(=O)N(C)Cc2cccs2)cc1
  28	-2	2	-4	0.2	-9	16
40. CCOC(=O)c1c(C)[nH]c(C(=O)OCC(=O)c2ccc3c(c2)NC(=O)CO3)c1C
  -1	7	0	1	1.1	10	10
41. CC(C)c1ccccc1NC(=O)COC(=O)C1(C)CC1(Cl)Cl (centres undefined)
  -5	-10	-10	2	1.1	-15	-2
42. CCC(=O)Nc1sc2c(c1C#N)CCC2
  27	4	nt	nt	-0.2	-1	4
43. C[C@@H]1CN([C@@H](C)CO)C(=O)c2cc(NC(=O)Nc3ccc(F)cc3)ccc2O[C@H]1CN(C)Cc1ccc(-c2ccccc2)cc1
  nt	5	1	-8[16.7 µM]	2.3	-18	-7
44. Nc1cc(=O)[nH]c(N2CCN(c3ccccc3)CC2)n1
  13	13	8	nt	2.0	-3	-4
45. CCCCn1c(SCC(=O)NC2CCCC2)nnc1-c1ccco1
  -5	-1	-5	-3	0.5	48	15
46. COc1ccc(NC(=O)Nc2ccc3c(c2)CC(=O)N([C@@H](C)CO)C[C@H](C)[C@@H](CN(C)C(=O)Nc2ccccc2)O3)cc1
  -7	-3	nt	0[16.7 µM]	0.1	18	46*
47. Nn1c(SCc2ccc(Br)cc2)nnc1-c1ccccn1
  -20	-6	-12	nt	-3.0	-3	8
48. COc1cccc(NC(=O)c2cccc(S(=O)(=O)N3CCN(Cc4ccccc4)CC3)c2)c1
  nt	8	1	nt	1.3	-13	-4
49. CO[C@H]1CN(C)C(=O)c2cc(NC(C)=O)ccc2OC[C@@H](C)N(C(=O)c2ccc(F)cc2)C[C@@H]1C
  nt	-1	-18	nt	3.5	14	2
50. COc1ccc(NC(=O)COc2ccccc2Cl)cc1S(=O)(=O)N1CCCCC1
  11	10	-1	24	-7.5	-3	-2
51. CC(=O)Cn1c(CN2CCCCC2)nc2ccccc2c1=O
  3	10	6	1	0.9	4	2
52. C[C@@H](NC(=O)[C@H]1[C@H](CO)[C@H]2Cn3c(cccc3=O)[C@H]2N1Cc1ccncc1)c1ccccc1
  2	3	nt	1[16.7 µM]	-0.5	-6	-4
53. OC(c1ccc(Cl)cc1)c1ncc(-c2ccccc2F)[nH]1 (centres undefined)
  -77	-64	nt	89	0.8	-26	-6
54. CC(C)N(CCn1c(SCC(=O)N2CC(=O)Nc3ccccc32)nc2ccccc2c1=O)C(C)C
  11	-14	14	nt	1.8	-3	5
55. CN(C)C(=O)c1cccc(-c2ccccc2[C@@H]2[C@H](C#N)N(C(=O)C3CCCC3)[C@H]2CO)c1
  nt	-1	-5	nt	1.5	21	11
56. COCC(=O)N1CCC2CC1c1cc(Cl)ccc12 (centres undefined)
  1	-1	0	-3	-2.1	4	15
57. CCOC(=O)CCn1cnc2ccc([N+](=O)[O-])cc2c1=O
  1	-2	-1	-13	-2.1	2	5
58. COCC(=O)N1[C@H](C#N)[C@H](c2ccc(C3=CCCCC3)cc2)[C@H]1CO
  -15	-12	1	nt	-0.5	19	-6
59. CC(=O)C[C@H](O)CC(=O)[C@H]1OC(=O)CC/C=C\Cc2ccccc21
  -15	-7	2	0	-0.1	nt	3
60. CC(C)NC(=O)Nc1ccc2c(c1)C(=O)N([C@@H](C)CO)C[C@@H](C)[C@H](CN(C)Cc1ccc(Oc3ccccc3)cc1)O2
  6	15	8	-4[16.7 µM]	-3.3	-22	3
61. CC1C(=O)N2CCCc3cc(NC(=O)C(=O)NCc4ccccn4)cc1c32 (centres undefined)
  -7	17	2	nt	2.3	14	-1
62. CC1(C(=O)NS(=O)(=O)c2ccccc2)CCN1C(=O)C/C=C/c1ccccc1 (centres undefined)
  5	-10	0	2	1.7	-8	?
63. COc1cc(C(=O)C(=O)c2ccc(O)c(OC)c2)ccc1O
  3	6	-1	nt	-0.8	43*	0
64. Cc1cc(=O)n(C)c(=O)n1CCCCCCOc1cccc([N+](=O)[O-])c1
  16	nt	4	nt	nt	-21	nt
65. Cc1ccc(-n2ncc3ccccc3c2=O)cc1Cl
  -173	-82	-2	nt	-0.5	13	nt
66. Cc1noc(NS(=O)(=O)c2ccc(NC(=O)c3cccc(S(=O)(=O)Nc4ccccc4F)c3)cc2)c1C
  10	4	-2	nt	-2.8	-3	-7
